Assay outcomes as filed in PubChem BioAssay.
Tb PFK block: T. brucei PFK enzyme inhibition; O15648; T. brucei PFK, ADP-Glo luminescence; Potency, µM (titrated, usually from 57.5 µM), inactives show top-dose activity, negative = inhibition, usual class: inhibitors; 330,000 compounds, 0.17% hits;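 further: potency means the concentration at half of the fitted maximal effect; 0% = uninhibited 1x PFK enzyme wells and -100% = no-enzyme wells; nearly all actives have a fitted effect of over 60% in size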
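1.25 nM PFK with 0.5 mM F6P and 0.1 mM ATP in 0.1 M TEA pH 8.0, 5 mM MgCl2, incubated 45 min at room temperature; ADP measured by ADP-Glo luminescence; compounds titrated up to 57 uM.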
PKM2 activator: activators of human pyruvate kinase M2 | purified PKM2, Kinase-Glo ATP luminescence, activation; response scale: 0% is enzyme alone, no compound | Potency, µM (doses to about 57.5 µM), inactives show at the top dose activation, usual class: activators | 260,000 compounds, 0.34% hits | AID 1631; further: potency means the concentration at half of the fitted maximal effect; on the % scale 0 is the no-effect control and ±100 the full control effect; nearly all actives have a fitted effect of over 55% in size
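Kinase-Glo luminescence reports ATP generated from ADP (0.1 mM) and PEP (0.5 mM) by purified hPK-M2 after 1 h at room temperature, pH 7.2 imidazole buffer; intermediate enzyme activity allows detecting inhibitors and activators.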
BCR signal inh: blocks chronic active B-cell receptor signaling | ABC-DLBCL IkBa-CBG/CBR reporter, luminescence ratio, 4 h | 340,000 compounds, 0.05% hits | AID 493014 | Potency, µM (doses to about 46.1 µM), inactives show at the top dose ratio change, negative = lower green/red ratio, most hits filed as inhibitors; active means well fitted inhibition curve with a large enough effect in the signal ratio, with a control signal flat, not every such curve was filed as active; inconclusive means small, poorly fitted or top-dose-only effect, or effect the other way, or a change in a side signal; the % refers to the signal ratio;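 further: potency means the concentration at half of the fitted maximal effect; plate controls were basal doxycycline-induced cells for no effect and cells given 10 µM MG132 for full effect; MG132 reads +100%, hits lower the ratio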
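TMD8 human ABC-DLBCL cells with doxycycline-inducible IκBα–green luciferase fusion and unfused red luciferase, in 0.5% FBS medium; compounds up to 46 uM, 4 h at 37C. Green/red luminescence ratio, filter-overlap corrected, fitted to concentration-response curves.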
Giardia killer: Giardia lamblia killing; 340,000 compounds, 0.15% hits; activity change, % at 7.66 µM, hits read low; Giardia lamblia trophozoite viability; in the data active means activity change below about -80%; inconclusive means between about -30% and that limit;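 further: parasites exposed to compound for two days anaerobically before the ATP read; on the % scale 0 is the no-effect control and ±100 the full control effect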
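Trophozoites 100 cells/well + cpd; 48 hrs, 37 deg C, anaerobic. ATPLite 1-Step added, 15-30 min RT, luminescence read (ATP-based viability).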
Integrin act MD: activators of alpha7 integrin expression for muscular dystrophy. alpha7betagal myoblasts, beta-gal FDG fluorescence, 48 h. Potency, µM (doses to about 38.3 µM), inactives show at the highest dose activation, usual class: activators. 350,000 compounds, 0.064% hits. AID 624291;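 further: potency means the concentration at half of the fitted maximal effect; 100% = response of the positive control SU9516; nearly all actives have a fitted effect of over 60% in size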
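Alpha7betagal+/- myoblasts (passage 13) were plated 16-24 hr, then exposed to compounds (1:260 dilution of DMSO stock) for 48 hours at 37C. After MPER lysis, β-galactosidase reporter activity was read as FDG fluorescence (ex 480/em 540) after 30 minutes.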
Menin MLL FP TR: displaces Texas Red mutant MLL peptide from human menin; AID 1768; Potency, µM (doses to about 61.6 µM), for inactives: at the top dose FP activity change, negative = inhibition, usual class: inhibitors; O00255; 270,000 compounds, 0.23% hits; Menin + Texas Red MLL mutant peptide, fluorescence polarization; active means well fitted inhibition curve with a large enough effect in the polarisation, with a control signal flat, not every such curve was filed as active; inconclusive means small, poorly fitted or top-dose-only effect, or effect the other way, or a change in a side signal; inactive means no such curve, though single readings can be large or run the other way; the % refers to the polarisation; further: potency means the concentration at half of the fitted maximal effect; % of control where 0% means no effect; many of its hits are not listed in these tables
Target sequence (O00255 whole entry, looked up): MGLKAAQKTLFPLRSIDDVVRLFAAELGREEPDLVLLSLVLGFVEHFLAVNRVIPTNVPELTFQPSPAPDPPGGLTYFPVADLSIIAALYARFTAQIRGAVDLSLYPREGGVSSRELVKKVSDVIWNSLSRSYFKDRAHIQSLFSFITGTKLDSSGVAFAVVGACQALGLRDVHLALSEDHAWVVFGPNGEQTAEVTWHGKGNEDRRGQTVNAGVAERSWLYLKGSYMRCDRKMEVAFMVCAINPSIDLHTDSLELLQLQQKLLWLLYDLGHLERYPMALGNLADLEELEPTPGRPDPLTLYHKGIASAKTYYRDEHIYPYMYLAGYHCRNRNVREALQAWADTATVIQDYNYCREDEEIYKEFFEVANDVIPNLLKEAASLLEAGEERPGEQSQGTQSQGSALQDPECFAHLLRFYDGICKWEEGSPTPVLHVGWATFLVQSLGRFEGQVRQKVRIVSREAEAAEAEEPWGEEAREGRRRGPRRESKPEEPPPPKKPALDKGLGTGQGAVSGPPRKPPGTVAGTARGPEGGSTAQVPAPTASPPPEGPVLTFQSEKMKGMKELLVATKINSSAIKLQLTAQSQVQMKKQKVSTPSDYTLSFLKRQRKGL
Coupling enz: counter-screen for Giardia aldolase inhibitors: coupling enzyme system. AID 2472. coupling enzyme system counterscreen, AmpLite Red fluorescence. 290,000 compounds, 0.67% hits. activity change, negative = inhibition, % at 58.2 µM, hits read low; in the data active means activity change below about -30%; further: on the % scale 0 is the no-effect control and ±100 the full control effect
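Fluorescence at 525 nm excitation and 598 nm emission measured inhibition of the coupled detection system without aldolase. Compounds (at 57.5 uM final) were preincubated 10 min at room temperature with coupling enzyme reagent before a 20 min substrate/AmpLite Red step.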
GALK inh: blocks human galactokinase activity; Purified GALK, Kinase-Glo residual ATP luminescence; 270,000 compounds, 0.007% hits; Potency, µM (series often up to 57.5 µM), for the others: top-dose activity change, negative = inhibition, most hits filed as inhibitors; P51570; further: potency means the concentration at half of the fitted maximal effect; on the % scale 0 is the no-effect control and ±100 the full control effect
Target sequence (P51570 whole entry, looked up): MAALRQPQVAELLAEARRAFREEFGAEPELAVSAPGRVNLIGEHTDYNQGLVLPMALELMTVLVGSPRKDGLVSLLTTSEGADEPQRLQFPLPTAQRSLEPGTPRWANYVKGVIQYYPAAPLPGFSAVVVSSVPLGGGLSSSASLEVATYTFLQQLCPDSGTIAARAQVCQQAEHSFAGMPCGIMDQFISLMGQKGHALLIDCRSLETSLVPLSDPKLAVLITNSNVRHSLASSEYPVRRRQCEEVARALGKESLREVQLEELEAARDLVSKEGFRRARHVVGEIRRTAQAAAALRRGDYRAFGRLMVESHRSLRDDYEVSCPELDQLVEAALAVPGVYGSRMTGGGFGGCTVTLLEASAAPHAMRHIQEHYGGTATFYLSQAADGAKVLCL
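Galactose (100 uM) and ATP (35 uM) were turned over by 5 nM GALK for 1 h at RT. Kinase-Glo Plus then converted the remaining ATP into a luminescent signal.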
PTAP TSG101 blk: blocks PTAP/TSG101 interaction to inhibit HIV-1 budding; Q99816; AID 493005; 340,000 tested, under 10 active; Potency, µM (doses to about 115 µM), for the others: at the top dose activity change, negative = inhibition, actives largely listed as inhibitors; Fluorescence polarization, FITC-PTAP peptide / Tsg101 binding; active means well fitted inhibition curve with a large enough effect in the main read-out, with a control signal flat, not every such curve was filed as active; inconclusive means small, poorly fitted or top-dose-only effect, or effect the other way, or a change in a side signal; inactive means no such curve, though single readings can be large or run the other way; further: potency means the concentration at half of the fitted maximal effect; % of control where 0% means no effect
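Steps: Tsg101 binding domain dispensed (10 uM final), compounds pinned in DMSO, FITC-labeled PTAP-motif peptide added (50 nM final); after 20 min binding at room temperature, polarization measured.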
S-ASM inh: human S-ASM enzyme inhibition; placental ASM, HMU-PC fluorogenic substrate, 60 min; Potency, µM (doses to about 57.5 µM), for inactives: top-dose activity change, negative = inhibition, most hits filed as inhibitors; 340,000 compounds, 0.006% hits; AID 504937; further: potency means the concentration at half of the fitted maximal effect
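Fluorogenic HMU-PC substrate (9 uM final) is turned over by placental ASM in 60 min at 37 C after a 10 min compound preincubation. Reaction ended by alkaline stop (pH 10), with fluorescence read at 386/447 nm.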
B2AR arrestin: beta2AR (human) beta-arrestin recruitment activity | beta-arrestin recruitment to beta2AR, cell-based reporter | Potency, µM (titrated, usually from 46.1 µM), for inactives: at the top dose activation, hits mostly activators | 330,000 compounds, 0.02% hits | AID 492947;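 further: potency means the concentration at half of the fitted maximal effect; 0% = DMSO controls and full agonism = EC100 isoproterenol or metaproterenol; nearly all actives have a fitted effect of over 65% in size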
* hit, by the source's call; u = inconclusive; x = no result given; [ ] = dose if it differs, or a comment. Unless noted, the call rests on the fitted dose curve; in most records, active means well fitted curve in the direction sought with a large enough effect; inconclusive means small, poorly fitted or top-dose-only effect, or another doubt; inactive means no such curve, though single readings can be large; an effect the other way counts as inactive or inconclusive. Some of the compounds tested; count on the stated rates, not on these rows.

SMILES	Coupling enz	Tb PFK block	Integrin act MD	PKM2 activator	PTAP TSG101 blk	S-ASM inh	Menin MLL FP TR	B2AR arrestin	Giardia killer	BCR signal inh	GALK inh
O=C1CN(C(=O)c2ccccc2)C(c2ccccc2)c2cc(F)ccc2N1 (centres undefined)	3	2%	-14%	x	-3%	1%	-11%	0.0%	7	1%	1%
O=c1c2c(nc3c(-c4ccccc4)c[nH]n13)CCCC2	1	-8%	-4%	-8%	-2%	-2%	5%	-0.1%	9	u	-1%
CC(C)=CCN1CCN(Cc2cnc(C)s2)CC1CCO (centres undefined)	-5	-8%	12%	-5%	-7%	1%	34%[activator]	0.2%	-1	26%	8%
CN(CC(=O)O/N=C(\N)c1ccccn1)S(=O)(=O)c1ccccc1	4	2%	2%	4%	-4%	-2%	5%	-0.1%	-10	u	-1%
O=C1N=c2ccccc2=C1c1sc(=S)n(Cc2ccccc2Cl)c1O	2	1%	-8%	-5%	-3%	-8%	x	0.5%	9	2%	-1%
COc1cc(C2=NOC(C(=O)Nc3c(C)n(C)n(-c4ccccc4)c3=O)C2)cc(OC)c1OC (centres undefined)	6	1%	u	4%	-2%	0%	x	-1.0%	-10	2%	x
CCOC(=O)C1=C(C)Nc2nc(SCC)nn2C1c1ccc(OC)cc1 (centres undefined)	-2	-1%	15%	-7%	-3%	-1%	x	-0.7%	-4	11%	-2%
COCC(C)N1CCC(Oc2ccc(C(=O)NCc3ccccn3)cc2)CC1 (centres undefined)	-1	-6%	22%	-4%	-9%	4%	0%	0.5%	34[activator]	0%	1%
CCOC(=O)CSc1ncnc2c1cnn2-c1ccc(C)cc1	-3	-6%	5%	1%	0%	0%	-1%	0.1%	-15	u	1%
CN(Cc1ccc(F)cc1)C(=O)c1cccc(S(=O)(=O)N2CCN(c3ccc(F)cc3)CC2)c1	x	-16%	-29%	x	-7%	-11%	x	-0.2%	4	3%	x
CCOC(=O)c1c(NC(=O)C(C)N2CCN(C(=O)c3ccco3)CC2)sc2c1CCCC2 (centres undefined)	-8	4%	-33%	-12%	2%	-9%	-13%	0.4%	29	u	1%
N#C/C(=C/c1ccccc1)c1nn(CCO)c(N)c1C#N	1	2%	-35%	-2%	-4%	2%	14%	0.1%	31[activator]	-1%	0%
Cn1c(N)c(C(=O)Nc2cccc(Cl)c2)c(=O)n(C)c1=O	1	-2%	4%	x	-3%	-4%	47%[activator]	0.0%	7	5%	x
O=C(/C=C/c1ccc([N+](=O)[O-])cc1)N1CCN(S(=O)(=O)c2cccs2)CC1	4	0%	31%	-6%	0%	-2%	x	-0.4%	-11	-3%	x
CC1CC(=NNC(=O)C2COc3ccccc3O2)CC(C)(C)C1 (centres undefined)	x	-16%	-14%	x	2%	0%	x	0.0%	-4	1%	x
COc1ccc(/C=N/NC(=S)Nc2ccccc2)cc1COc1ccc(F)cc1F	-4	-4%	4%	5%	-3%	-8%	u	0.0%	-14	u	1%
COc1ccc2c(c1[N+](=O)[O-])CCC/C2=N/OC(=O)c1cccc2ccccc12	-27	1%	-11%	4%	-1%	-6%	u	-0.3%	11	u	0%
COc1ccc(-c2noc(CCCOc3ccccc3)n2)cc1OC	-2	-1%	-19%	4%	-2%	-12%	-3%	-0.1%	-12	3%	0%
CC(C)C1=NN(C(=O)c2cccnc2)C(O)(C(F)(F)F)C1 (centres undefined)	1	0%	2%	-9%	-9%	2%	x	-0.7%	-9	-2%	7%
Cc1ccc2cc([N+](=O)[O-])ccc2n1	-1	0%	6%	-2%	-1%	9%	x	-0.4%	5	4%	4%
Cc1cccc(C)c1NC(=S)NC(=O)c1ccc(Br)o1	-1	-2%	-31%	0%	-6%	3%	13%	0.0%	10	0%	0%
COc1ccc(S(=O)(=O)N2CCc3ccccc32)cc1C(=O)Nc1ccc(NC(C)=O)cc1	x	5%	-25%	x	2%	-1%	x	0.1%	9	4%	x
COc1ccc(N(C)S(=O)(=O)c2ccc(Cl)c(C(=O)NCC(C)(C)N3CCOCC3)c2)cc1	x	-9%	9%	x	-4%	5%	x	-0.1%	4	-1%	x
Cc1[nH]c2ccccc2c1Cc1nnc(SCC(N)=O)o1	-2	-1%	23%	-3%	1%	3%	18%	-0.9%	10	1%	0%
CCN(Cc1ccncc1)C(=O)c1ccc(Br)o1	x	-4%	-3%	0%	-4%	-2%	x	-0.6%	7	-12%	3%
CC(C)c1cccc(-c2ccc3c(c2)S(=O)(=O)c2cccc(C(=O)NCc4ccccc4Cl)c2C3=O)c1	x	8%	20%	x	-10%	-15%	x	0.0%	-28	0%	x
CC(C)c1ccc(/C=N/NC(=O)CC(=O)NCc2ccccc2)cc1	0	-1%	-35%	8%	-3%	-1%	1%	0.2%	-14	2%	-3%
O=C(OCC(=O)N1CCOCC1)c1ccccc1Cc1ccccc1	1	5%	-10%	-20%	1%	5%	u	0.1%	-13	-7%	1%
COc1ccc(Cl)cc1C(=O)Nc1ccc(CN2CCCCC2)cc1	4	0%	-56%[inhibitor]	-2%	-2%	0%	-15%	0.1%	4	8%	0%
O=C(CNS(=O)(=O)c1ccccc1)N/N=C/c1ccc(O)cc1	2	-1%	-20%	1%	1%	7%	6%	0.3%	3	4%	10%
CCCOc1ccc(/C=C/c2[nH]c(=O)[nH]c(=O)c2[N+](=O)[O-])cc1OCC	14	2%	10%	1%	u	-16%	x	0.3%	-21	7%	1%
CCCOc1ccc(CC(=O)NCCc2ccccc2)cc1OC	3	1%	12%	-3%	-2%	-4%	7%	0.3%	-11	1%	-1%
CC(=O)N1CCN(C(=O)c2ccc(Cl)c(S(=O)(=O)N3CCc4ccccc43)c2)CC1	x	-6%	-2%	x	0%	2%	x	0.3%	-17	0%	x
CCC1CCC2(CC1)NC(=O)N(CC(=O)Nc1ccc(OC)c(Cl)c1)C2=O (centres undefined)	x	-6%	-30%	x	1%	-5%	x	-0.3%	25	0%	x
Cc1cc(C(=O)NNC(=O)/C=C/c2ccccc2Cl)c(C)o1	x	2%	-4%	-2%	-3%	-1%	x	-0.4%	12	u	4%
COC(=O)CCCCC1SCC(NC(=O)c2ccccc2)C1OC(C)=O (centres undefined)	4	-3%	32%	-4%	-1%	-1%	-8%	0.0%	-27	u	3%
CC(C)(C)NC(=O)C1Cc2ccccc2CN1C(=O)Nc1cccc(Cl)c1 (centres undefined)	6	0%	20%	-1%	-2%	5%	17%	-0.2%	7	8%	0%
COc1ccc(CN(CCCN2CCOCC2)S(=O)(=O)N(C)C)cc1OC	-2	0%	7%	-7%	-6%	4%	3%	-0.4%	1	0%	0%
CN1C(=O)/C(=C/c2ccccc2OCc2ccc(C(=O)O)cc2)NC1=S	6	10%	29%	-3%	-12%	-3%	13%	0.1%	5	u	-2%
CC1CCN(CCCNC(=O)CCNC(=O)Cn2cnc3ccccc3c2=O)CC1	2	5%	-9%	0%	2%	-1%	-3%	-0.9%	9	7%	1%
Cc1nnc(SCC(=O)Nc2ccc(S(=O)(=O)Nc3ccc(Cl)nn3)cc2)s1	x	u	u	x	-5%	0%	x	-0.8%	-16	5%	1%
COC(=O)CN(c1ccc(OC)cc1OC)S(=O)(=O)c1ccccc1[N+](=O)[O-]	4	1%	-19%	4%	-3%	-7%	0%	-0.3%	6	13%	1%
COc1cc2c(cc1OC)C(NC(=O)c1ccc(C)cc1)CC2=O (centres undefined)	1	-29%	-20%	x	0%	-3%	-23%	0.0%	9	3%	8%
O=S(=O)(N/N=C\c1cccc(F)c1)c1ccccc1	4	-6%	3%	-1%	-2%	0%	10%	0.0%	1	-2%	3%
Cc1cc(S(=O)(=O)NC2CCN(Cc3ccccc3)CC2)c(C)cc1Cl	3	0%	-34%	-1%	-3%	-2%	x	0.2%	0	-9%	0%
CC(C)C1Cc2c(sc3ncnc(NN)c23)CO1 (centres undefined)	3	1%	u	x	-3%	-2%	u	0.4%	0	-1%	7%
